# TTR transcr act = TTR transcription activation, primary screen; activation, % at 16.7 µM; SH-SY5Y TTR promoter Gaussia luciferase, luminescence; 100% = recombinant luciferase protein wells; AID 1117267; 1.3% of 92,000 active;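 active means activation above the mean of all tested compounds plus 3 SD, cut at about 9.5% in these data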;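 further: cells exposed to compounds for one day before reading; 0% = median of all test compound wells on the plate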
# * marks the source's active call; other numbers are inactive results. The list is partial; count on the stated rates, not on these rows.
Structure,TTR transcr act
Clc1ccc(-c2nc(-c3ccncc3)no2)c(Cl)c1,2.6
Clc1ccc(-c2nnc3n2-c2ccccc2SC3)cc1,-1.5
CC1C/C(=N\Nc2ccc(S(N)(=O)=O)cc2[N+](=O)[O-])CC(C)(C)C1 (stereo not drawn),-2.1
COC(=O)C1=C(C)OC(N)=C(C#N)C1c1c(C)nn(-c2ccccc2)c1Cl (stereo not drawn),-2.2
O=S1(=O)CCOC[C@H](Cc2ccccc2)N1Cc1ccc(F)cc1,5.6
Cc1ccc(S(=O)(=O)c2nc(NCc3ccc4c(c3)OCO4)sc2Cl)cc1,2.8
COc1cccc(/C=C/C(=O)NCC2CCCCC2)c1,0.0
Oc1ccc(-c2csc(Nc3ccccn3)n2)c(O)c1,-1.1
C/C(=N\NC(=O)c1ccc(COc2ccccc2)cc1)c1ccncc1,-0.6
CCS(=O)(=O)c1ncc(CO)n1CCc1ccccc1,1.5
CCN(CC)S(=O)(=O)c1cc(NC(=O)COc2ccc(C#N)cc2OC)ccc1C,-1.3
O=C(Cc1ccsc1)Nc1ccc(S(=O)(=O)C(F)F)cc1,2.5

# Of the compounds above, 2 contain two or more sulfur atoms.
Structure,TTR transcr act
Cc1ccc(S(=O)(=O)c2nc(NCc3ccc4c(c3)OCO4)sc2Cl)cc1,2.8
O=C(Cc1ccsc1)Nc1ccc(S(=O)(=O)C(F)F)cc1,2.5

# Returning to the listing with the 5 entries that preceded the break.
Structure,TTR transcr act
Oc1ccc(-c2csc(Nc3ccccn3)n2)c(O)c1,-1.1
C/C(=N\NC(=O)c1ccc(COc2ccccc2)cc1)c1ccncc1,-0.6
CCS(=O)(=O)c1ncc(CO)n1CCc1ccccc1,1.5
CCN(CC)S(=O)(=O)c1cc(NC(=O)COc2ccc(C#N)cc2OC)ccc1C,-1.3
O=C(Cc1ccsc1)Nc1ccc(S(=O)(=O)C(F)F)cc1,2.5
CCN1CCN(C(=O)C2CCN(Cc3cc(Cl)ccc3O)CC2)CC1,1.3
CC(=O)N1c2ccc(S(=O)(=O)N3CCCC(C(=O)NCc4ccccc4)C3)cc2CC1C (stereo not drawn),-4.2
CCOC(=O)c1csc(-c2csc(CCNC(=O)c3ccccc3)n2)n1,-0.2
Cc1ccc(C(=O)CCC(=O)NN2C(=O)NC3(CCCCC3)C2=O)cc1,-1.8
N/C(=N\OC(=O)/C=C/c1ccccc1)c1ccc(Br)cc1,0.0
NC(=O)C1CCN(C(=O)c2ccc3ccccc3c2)CC1,-2.0
COC(=O)CCN1CCC2CC1c1cc(-c3cccc(C)c3)ccc12 (stereo not drawn),1.4
Cc1ccccc1CN(CC1CCC(C(=O)O)CC1)C(=S)Nc1ccccc1F (stereo not drawn),0.4
Cc1cc(C)c(S(=O)(=O)/N=C2\C=C(Nc3ccc(C(=O)O)cc3)C(=O)c3ccccc32)c(C)c1,-6.6
Cc1cc(C(=O)Nc2sc3c(c2C#N)CCC(C(C)(C)C)C3)no1 (stereo not drawn),0.0
CCOC(=O)c1c(C)oc2cc(Cl)c(O)c(CN(C)C)c12,-0.2
CC(C)N(CC(N)=O)C(=O)Cc1coc2cc3c(cc12)CCC3,2.9

# Two entries picked at random from those above, as already listed:
Structure,TTR transcr act
Clc1ccc(-c2nc(-c3ccncc3)no2)c(Cl)c1,2.6
Cc1ccccc1CN(CC1CCC(C(=O)O)CC1)C(=S)Nc1ccccc1F (stereo not drawn),0.4

# Next entries follow:
Structure,TTR transcr act
COC(=O)c1cn(-c2ccccc2)c(C)c1C(=O)OC,5.5
NC(=O)N/N=C/c1ccc(-c2ccc([N+](=O)[O-])cc2)o1,1.2
O=C(NC1CCSc2ccccc21)c1cccc(OC(F)F)c1 (stereo not drawn),-2.4
COC(=O)CNc1nc(-c2ccncc2)nc2ccccc12,0.2
O=C(NC1CCS(=O)(=O)C1)/C(=C/c1ccc(Cl)cc1)NC(=O)c1ccccc1 (stereo not drawn),5.2
Cc1ccc(NC2=NC(c3ccc(C)cc3)n3c(nc(C)cc3=O)N2)cc1 (stereo not drawn),-1.4
O=C(CCN1CCN(CC(=O)Nc2ccccc2F)CC1)Nc1ccccc1F,3.9
Cc1nn(CC(=O)NCc2ccccn2)c(C)c1[N+](=O)[O-],4.5
Cc1cc(C(=O)COC(=O)c2cnccn2)c(C)n1-c1ccc(Br)cc1,0.4
CCOC(=O)/C(C)=N/NC(=O)c1ccc([N+](=O)[O-])cc1,-1.0
Fc1ccc(NC(=S)N2CCSC2c2cccs2)cc1 (stereo not drawn),-1.6
COC(=O)/C(=N/Nc1ccccc1C)Sc1nnc(C(O)c2ccccc2)n1-c1ccccc1 (stereo not drawn),0.6
COc1ccccc1-n1ccnc(SCC(=O)NC2CCCCC2)c1=O,0.2
CC1CCc2nc3ccccc3c(C(=O)OCC(=O)N3CCc4ccccc43)c2C1 (stereo not drawn),0.7
COc1c(Cl)cc(C(=O)Nc2ccc(Cl)cn2)cc1Cl,4.5
CC(C)c1ccc2occ(-c3nn[nH]n3)c(=O)c2c1,-2.3
CCOc1ccc(/C=C2/SC(=S)N(n3c(C)ccc3C)C2=O)cc1,4.7
CCN(CC(=O)NC1CCCCC1)S(=O)(=O)c1ccc(Cl)cc1,2.6
Cc1ccc(NC(=O)COC(=O)c2ccc(S(=O)(=O)NCc3ccco3)cc2)cc1,-0.4
Cc1ccc(CNc2nc3ccccc3n3cnnc23)cc1,0.2
CSc1nnc(C(C)(C)C)c(=O)n1/N=C/c1ccc(C(C)C)cc1,2.1
C=C(C)c1cccc(C(C)(C)NC(=O)Nc2nnc(C(C)C)s2)c1,-0.3
O=C(c1ccc(F)cc1)N1CCN=C1c1ccccc1,2.8
COc1ccccc1NC(=S)N(Cc1ccc(C(=O)O)cc1)Cc1ccc(OC)c(OC)c1,0.1
CC1=C(C#N)C(NC(=O)c2ccc(Cl)cc2)(C(F)(F)F)C(=O)N1 (stereo not drawn),1.0
O=S1(=O)CC(N2CCC(Cc3ccccc3)CC2)CN1Cc1ccc(F)cc1 (stereo not drawn),-1.8
CN(C)CCCNC(=O)c1ccc(Oc2ccccc2)cc1,0.9
Cc1nc2c(C(=O)NCc3ccccc3Cl)c[nH]n2c(=O)c1Cl,2.2
CCC(Oc1ccccc1OC)C(=O)Nc1ccc2c(c1)OCCO2 (stereo not drawn),2.7
CC(C)N(C(=O)c1ccccc1-c1ccccc1)C(C)C,-1.5
O=c1c(Cc2ccccc2)c(O)c2cccc3c4c(n1c23)CCCC4,-0.2
O=C(CCCCCn1c(=S)[nH]c2ccc(N3CCOCC3)cc2c1=O)NCc1ccccc1Cl,-1.0
CCOC(=O)N1CCN(C(=O)CSCC(=O)Nc2nc(-c3ccccc3)cs2)CC1,-1.3
CCCOC1CCCN(C(=O)CCCn2nnnc2CN2CCOCC2)C1 (stereo not drawn),7.3
Cc1cc(C)n2nc(SC(C)C(=O)NC3CCCCC3C)nc2n1 (stereo not drawn),0.2
CC(=O)c1cnc2cc(-c3ccc(Cl)cc3)nn2c1C,12*
O=C(CNC(=O)c1ccco1)OCc1cccc(Cl)c1,0.7
NCCc1nnc(SCc2ccccc2F)o1,0.3
CC(C)(C)NC(=O)CSc1ncnc2c1nnn2Cc1ccccc1Cl,-3.7
C=CCc1ccc(OCCCCCN2CCOCC2)c(OC)c1,0.1
COc1ccc(C)cc1NC(=O)c1nn(C)cc1Br,0.7
CCN(CC)CCSc1nnc2c3ccccc3n(Cc3ccccc3)c2n1,-2.9
COc1ccc(C(=O)N/N=C/c2ccc(OC)c(COc3ccc(F)cc3)c2)cc1,0.2
COc1ccc(NC(=O)Cn2nnc(-c3ccccc3NC(=O)c3ccco3)n2)cc1,-0.4
CCCOc1ccc(C(=O)CCN2CCN(C(=O)OCC)CC2)cc1,-1.8
Cc1cc(=O)oc2cc(NC(=O)c3c(Cl)cnn3C)ccc12,0.1
CN(Cc1ccccc1)S(=O)(=O)c1ccc(NC(=O)C2CCCCC2C(=O)O)cc1 (stereo not drawn),-1.0
CCOC(=O)C1CCCN(c2c(NCCN(CC)c3ccccc3)c(=O)c2=O)C1 (stereo not drawn),3.8
COc1c(Br)cc([N+](=O)[O-])c(OC)c1C(=O)NC(=O)Nc1c(Cl)cccc1Cl,4.6
CC(=O)Nc1ccc(N(C(=O)CNC(=O)c2ccco2)C(C(=O)NCc2ccco2)c2ccccc2F)cc1 (stereo not drawn),1.3
N=C(N)c1ccc(/C=C/c2ccc(C(=N)N)cc2O)cc1,0.1
Cn1cc(Br)c(-c2cccc(N3C(=O)CCCC3=O)c2)n1,-1.1
COc1ccc(S(=O)(=O)N2CCc3ccccc32)cc1C(=O)NCC(c1ccco1)N1CCCC1 (stereo not drawn),0.9
O=C(OCc1cn(Cc2ccc(F)cc2)nn1)N1CCOCC1,0.4
O=[N+]([O-])c1ccc2nc(SCc3cn4cc(Cl)ccc4n3)[nH]c2c1,1.5
O=C1N(Cc2ccccc2)CC2(Br)COCOC12O (stereo not drawn),4.0
Cc1nc(NC(=O)CSc2nccn2C)sc1C(=O)N(C)C,-0.9
CCCC1CCC2(CC1)CCC2OC(=O)Nc1ccccc1OC (stereo not drawn),5.3
Cc1cc(/C=N/N2CCN(C)CC2)c(C)n1-c1ccc(Cl)cc1,-1.3
CCc1c(C)nc(N2CCN(c3cccc(OC)c3)CC2)[nH]c1=O,-1.7

# (continued)
Structure,TTR transcr act
CC(=O)NCCCNS(=O)(=O)c1ccc(C)cc1,1.1
O=C(COC(=O)c1ccc2ncsc2c1)Nc1ccccc1Br,2.6
COc1ccccc1N1CCN(C(=O)Cn2c(=O)oc3cc(S(=O)(=O)N4CCCC4)ccc32)CC1,0.0
CCc1ccc(-c2cc(C(=O)NN3CCOCC3)c3ccccc3n2)s1,2.9
Cc1nn(Cc2ccccc2)c(C)c1NC(=O)CCCn1nc([N+](=O)[O-])cc1C,1.6
COc1ccc(C(C(=O)NC2CCCC2)N(Cc2cccnc2)C(=O)c2snc(C(N)=O)c2N)cc1OC (stereo not drawn),3.0
COc1ccccc1C(=O)Nc1ccc(C(=O)N2CCCC2)cc1,1.4
CCOC(=O)N1CCN(S(=O)(=O)c2ccc3c(c2)oc(=O)n3C)CC1,-0.9
CCOC(=O)NC(Nc1ccc(C)cn1)(C(F)(F)F)C(F)(F)F,0.0
CC(C)(C)[C@H]1COC(=O)[C@H](NC(=O)OCC2c3ccccc3-c3ccccc32)C/C=C\C[C@@H](CC(=O)N(CCO)Cc2ccccc2)C(=O)N1,-5.4
O=C(NCC1CCCO1)c1cc2cc(F)ccc2[nH]1 (stereo not drawn),-0.9
C[C@H](CO)N1C[C@H](C)[C@@H](CN(C)CC2CC2)OCc2cnnn2CCCC1=O,0.9
CCC(CC)=NNC(=O)c1ccccc1OCc1ccc(F)cc1,-0.6
CC(C)NC(=O)c1cc(-c2ccc(Br)cc2)on1,-2.5
COc1ccccc1CNC(=O)c1cc(C)nc2ccccc12,-1.1
COc1ccc(C)cc1NC(=O)NC(C)c1ccc2c(c1)OCO2 (stereo not drawn),1.7
CCOC(=O)c1ccc(N2C(=O)C(CC(=O)NC)N(CCc3ccc(OC)c(OC)c3)C2=S)cc1 (stereo not drawn),-2.6
O=C(Nn1c(C2CCCCC2)nc2ccccc2c1=O)c1ccc(Cl)c([N+](=O)[O-])c1,-0.9
C#CCOCCOCCOCCNc1nc(N2CCOCC2)nc(N2CCN(C(=O)CCCCCCCCCCNC(=O)[C@@H]([C@H](C)O)n3cc(C)nn3)CC2)n1,-2.6
O=C(Nc1ccc(F)cc1)C1C2CCC3C(CCC21)C3(Cl)Cl (stereo not drawn),-1.4
CC(=O)N1N=C(c2ccc(Cl)cc2)CC1c1ccco1 (stereo not drawn),3.8
CCCCNc1nc(Nc2ccc(C)c(Cl)c2)c2cnn(C)c2n1,-1.2
COc1ccc([C@H]2/C=C\CN(Cc3ccc(N(C)C)cc3)[C@@H](C)C(=O)N2Cc2ccc(F)cc2)cc1,-0.8
COc1cccc(S(=O)(=O)N(C)C[C@@H]2OCc3cnnn3CCCC(=O)N([C@@H](C)CO)C[C@H]2C)c1,1.7
O=c1cc(O)c2sc(Nc3ccc(Cl)c(F)c3)nc2[nH]1,9.9*
CC(NC(=O)c1ccccc1)C(=O)N/N=C/c1ccccc1 (stereo not drawn),0.4
Cc1cc2nc(-c3cccc(Br)c3)c(Cc3ccsc3)n2c(C)c1Br,-0.9
COc1c(F)c(F)c(C(=O)Nc2ccc(N3CCN(Cc4ccccc4)CC3)cc2)c(F)c1F,-4.0
Cc1noc(C)c1C(=O)N(CC(=O)NC1CCCC1)Cc1ccccc1F,0.3
CCOc1ccc(NC2OCC(O)C(O)C2O)c([N+](=O)[O-])c1 (stereo not drawn),-0.3
O=C(Nc1cccc(S(=O)(=O)N2CCCCC2)c1)c1ccccc1NS(=O)(=O)c1ccc(F)cc1,-0.9
O=C(NCc1cccs1)C1CCN(S(=O)(=O)c2cccs2)CC1,3.3
O=C(Nc1ccc(OCc2ccccc2)cc1)Nc1nnc([C@@H]2C[C@H](O)[C@@H](CO)O2)s1,-1.0
Cc1noc(C)c1S(=O)(=O)N1CCC(C(=O)O)CC1,1.7
COc1ccc(S(=O)(=O)N2CCCOC2CNC(=O)C(=O)NCCCn2ccnc2)cc1OC (stereo not drawn),-1.2
Cc1ccc2c(c1)C(c1ccccc1)N(C(=O)c1ccc3c(c1)OCO3)CC(=O)N2 (stereo not drawn),-0.6
CC(C)c1ccc(C(CC(=O)O)NC(=O)c2cccs2)cc1 (stereo not drawn),-0.7
CCc1ccccc1NC(=O)COc1ccc2oc(-c3ccc(OC)cc3)cc(=O)c2c1,1.5
O=C(COc1ccc([N+](=O)[O-])cc1Cl)Nc1ccc2[nH]c(=O)[nH]c2c1,1.1
